TNAP activation fold: stimulation of alkaline phosphatase TNAP activity – biochemical, luminescent, no phosphate acceptor, uHTS, primary screen (AID 1001). purified TNAP, luminescent activation assay, no phosphate acceptor; higher activation fold means a stronger effect. activation fold at 20 µM, or EC50 in µM where a hit was titrated. hit rate 0.03% among 200,000; in the data active = activation fold from about 3, or a potency from the dose series; inactive = the rest, 99 in 100 with activation fold below about 1.6; also: many of its hits are not listed in these tables
NTR1 ag: NTR1-driven beta-arrestin-GFP spot formation – imaging, U2OS cells, high content, primary screen (AID 493036); P30989; agonist mode; hit rate 0.17% among 330,000; activation, % at 20 µM;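 active = activation at or above 40% of the spot to cytoplasm intensity ratio, with at least 20 cells analyzed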;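 also: 0% = DMSO without peptide and 100% = 100 nM NTR1 peptide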
Target sequence (P30989 whole entry, looked up): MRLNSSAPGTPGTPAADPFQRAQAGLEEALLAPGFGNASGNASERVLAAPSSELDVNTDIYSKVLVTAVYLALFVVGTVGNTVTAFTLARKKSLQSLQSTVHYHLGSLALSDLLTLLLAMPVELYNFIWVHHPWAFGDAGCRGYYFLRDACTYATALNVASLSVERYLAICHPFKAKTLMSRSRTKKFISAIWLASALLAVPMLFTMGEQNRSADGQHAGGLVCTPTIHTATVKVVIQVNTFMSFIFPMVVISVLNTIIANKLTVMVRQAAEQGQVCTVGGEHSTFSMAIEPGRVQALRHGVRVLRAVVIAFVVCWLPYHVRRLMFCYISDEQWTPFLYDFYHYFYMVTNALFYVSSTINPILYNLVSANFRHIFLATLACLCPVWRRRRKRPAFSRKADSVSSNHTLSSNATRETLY
ER stress rescue: protection against thapsigargin-triggered cell killing – 384-well, CSM14.1, ATP luminescence, primary screen (AID 1222) | CSM14.1 thapsigargin-induced death rescue, ATP luminescence; higher % means a stronger effect | one-dose cellular ATP content (survival), % at 20 µM; EC50 in µM for titrated hits | 190,000 tested, under 10 active;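 active = EC50 below 50 µM in the dose-response confirmation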;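 also: death triggered by thapsigargin at about 15 µM added after 2 h compound pretreatment; cell ATP read after overnight thapsigargin exposure of roughly 18 to 22 hours; normalized against plate controls of thapsigargin alone and 5% DMSO vehicle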
Yfh1-depleted yeast: mitochondrial function rescue without frataxin homolog – Friedreich's ataxia, plus single-dose screen, dose response (AID 1465); S. cerevisiae Yfh1-off respiration, WST-1 reduction, 72 h; higher fold induction means a stronger effect; hit rate 0.074% among 220,000; one-dose fold induction at 50 µM; EC50 in µM for titrated hits;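 active = fold induction of absorbance versus untreated yeast above a set limit, then at least 30% activation at any dose in follow-up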;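 also: activators that raise dye reduction in frataxin-depleted yeast; strong numbers were not always called active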
KOR beta-arrestin-1: KOR agonists, beta-arrestin recruitment, primary screen, cell-based, luminescence, uHTS (AID 1777); KOR beta-arrestin recruitment, luminescence; higher % means a stronger effect; activation, % at 10 µM; hits with a dose series show EC50 in µM; hit rate 0.02% among 280,000; in the data active = activation above about 50%, passing the limit was not always enough; also: a part of the inactive calls stands beside numbers as strong as those of hits
GPR55 beta-arrestin: GPR55 agonists via beta-arrestin recruitment, primary screen, imaging, U2OS cells, beta-arrestin-GFP redistribution (AID 1961); U2OS GPR55 beta-arrestin-GFP redistribution imaging; higher % means a stronger effect; activation, % at 10 µM; hits with a dose series show EC50 in µM; hit rate 0.048% among 290,000;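 active = activation above 40% with more than 50 cells counted in the well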;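 also: U2OS osteosarcoma cells stably expressing GPR55 and beta-arrestin-GFP; plate controls were DMSO negative control for no effect and LPI positive control for full effect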
KOR beta-arrestin-2: kappa opioid receptor blockers – cell-based, luminescence, uHTS (AID 1778) | KOR beta-arrestin recruitment, luminescence, antagonist mode; higher % means a stronger effect | hit rate 0.091% among 290,000 | one-dose inhibition, % at 10 µM; IC50 in µM for titrated hits; also: strong numbers were not always called active
HEK293 NOD2/NF-kB: NOD2 signaling inhibitors, cell-based, luminescence, uHTS, HEK293 (AID 1566); hit rate 0.63% among 290,000; HEK293 NOD2/NF-kB luciferase reporter, luminescence; higher % means a stronger effect; one-dose inhibition, % at 4 µM; EC50 in µM for titrated hits; also: many of its hits are not listed in these tables
NOD1 inhibition: NOD1 signaling inhibitors, primary screen, cell-based, luminescence, uHTS (AID 1578); NOD1-driven NF-kB luciferase reporter cells, luminescence; higher % means a stronger effect; one-dose inhibition, % at 4 µM; EC50 in µM for titrated hits; hit rate 1% among 290,000; in the data active = inhibition mostly above about 36%, no sharp cut-off; inactive = mostly below about 34%;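 also: HEK-293T reporter cells stimulated with the NOD1 agonist gamma-tri-DAP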
NTR1 ag cell count 20 µM: recorded beside NTR1 ag, whose call it bears; cell count; measured here: cell count, cytotoxicity flag
* marks the source's active call; other numbers are inactive results; [ ] = another dose, or the depositor's remark. Rule as the data show it, unless noted: active = inhibition above about 50%; inactive = the rest.

Screening CCC(=O)N1CCc2cc(S(=O)(=O)CCC(=O)N3CCN(c4ccc(Cl)cc4)CC3)ccc21 returned NTR1 ag 0.2, KOR beta-arrestin-1 0.8%, GPR55 beta-arrestin 0.2%, KOR beta-arrestin-2 -12.9%, HEK293 NOD2/NF-kB 36.7%, NOD1 inhibition 41.8% and NTR1 ag cell count 20 µM 46.
`CN(CC(=O)NC1CCCCCC1)S(=O)(=O)c1ccccc1` gave TNAP activation fold 1.1, NTR1 ag -1.8, ER stress rescue -1.9%, Yfh1-depleted yeast inactive, KOR beta-arrestin-1 -2.5%, GPR55 beta-arrestin -0.2%, KOR beta-arrestin-2 21.8%, HEK293 NOD2/NF-kB -14.0%, NOD1 inhibition -15.3% and NTR1 ag cell count 20 µM 52.
`COc1ccc(N2CC(C(=O)Nc3nc4ccc(S(C)(=O)=O)cc4s3)CC2=O)cc1` (configuration not stated) gave NTR1 ag 1.3, KOR beta-arrestin-1 -4.2%, GPR55 beta-arrestin 1.1%, KOR beta-arrestin-2 9.5%, HEK293 NOD2/NF-kB -25.4%, NOD1 inhibition -6.6% and NTR1 ag cell count 20 µM 40.
For CC(=O)COC(=O)c1cc(-c2ccc(C)cc2)nc2ccccc12 the results were TNAP activation fold 1.1, NTR1 ag 0.3, ER stress rescue -2.3%, Yfh1-depleted yeast inactive, GPR55 beta-arrestin 0.2%, KOR beta-arrestin-2 -32.4%[20 µM], HEK293 NOD2/NF-kB -14.9%, NOD1 inhibition -45.3% and NTR1 ag cell count 20 µM 86.
For O=C(NCc1cccnc1)Nc1ccc2c(c1)OCO2 the results were TNAP activation fold 1.1, NTR1 ag 0.6, ER stress rescue 0.1%, Yfh1-depleted yeast inactive, KOR beta-arrestin-1 -0.4%, GPR55 beta-arrestin 1.5%, KOR beta-arrestin-2 3.5%, HEK293 NOD2/NF-kB -16.6%, NOD1 inhibition 0.1% and NTR1 ag cell count 20 µM 42.
For CC(=O)n1nc(-c2ccco2)nc1N the results were TNAP activation fold 1, NTR1 ag 1.5, ER stress rescue -0.7%, Yfh1-depleted yeast inactive, KOR beta-arrestin-1 1.3%, GPR55 beta-arrestin 0.3%, KOR beta-arrestin-2 11.1%, HEK293 NOD2/NF-kB 14.6%, NOD1 inhibition 12.8% and NTR1 ag cell count 20 µM 43.
COc1ccc(NC(=O)c2cc(S(=O)(=O)N3CCc4ccccc43)cn2C)cc1 was read as NTR1 ag -2.8, KOR beta-arrestin-1 0.0%, GPR55 beta-arrestin -0.1%, KOR beta-arrestin-2 4.1%[20 µM], HEK293 NOD2/NF-kB 14.9%, NOD1 inhibition 13.5% and NTR1 ag cell count 20 µM 57.
For CC(=O)NCCC(=O)N1CCc2c([nH]c3ccccc23)C1c1cccc(Cl)c1 (configuration not stated) the results were TNAP activation fold 1.1, NTR1 ag -0.1, ER stress rescue -1.9%, Yfh1-depleted yeast inactive, GPR55 beta-arrestin -0.1%, KOR beta-arrestin-2 -11.4%[20 µM] and NTR1 ag cell count 20 µM 39.
`N/C(=N\OCC(=O)Nc1ccccc1)c1nonc1N` gave TNAP activation fold 1.1, NTR1 ag -0.4, ER stress rescue 1.4%, Yfh1-depleted yeast inactive, KOR beta-arrestin-1 -3.3%, GPR55 beta-arrestin -0.3%, KOR beta-arrestin-2 4.6%, HEK293 NOD2/NF-kB 5.0%, NOD1 inhibition 24.5% and NTR1 ag cell count 20 µM 56.
`Cc1cccc(N(CC(=O)N2CCCC2)S(=O)(=O)c2ccccc2)c1` gave TNAP activation fold 1.1, NTR1 ag 0.8, ER stress rescue -1.0%, Yfh1-depleted yeast inactive, KOR beta-arrestin-1 -6.8%, GPR55 beta-arrestin -0.2%, KOR beta-arrestin-2 42.9%, HEK293 NOD2/NF-kB 6.3%, NOD1 inhibition 5.7% and NTR1 ag cell count 20 µM 80.
CC(=O)N1CCC(C(=O)Nc2ccc3c(c2)CCC3)CC1 was read as NTR1 ag 0.3, KOR beta-arrestin-1 1.8%, GPR55 beta-arrestin 0.0%, KOR beta-arrestin-2 12.3%, HEK293 NOD2/NF-kB 9.4%, NOD1 inhibition -6.5% and NTR1 ag cell count 20 µM 55.
Screening FC(F)(F)c1ccccc1NC(=S)NC1CCN(Cc2ccccc2)CC1 returned TNAP activation fold 1, NTR1 ag 1.6, ER stress rescue 3.2%, Yfh1-depleted yeast inactive, KOR beta-arrestin-1 -1.2%, GPR55 beta-arrestin -0.1%, KOR beta-arrestin-2 -46.4%[20 µM], HEK293 NOD2/NF-kB -0.5%, NOD1 inhibition -16.8% and NTR1 ag cell count 20 µM 43.
`COc1ccc(CC(=O)NCC2(c3ccc(OC)c(OC)c3)CCOCC2)cc1` gave TNAP activation fold 1.2, NTR1 ag -4.4, ER stress rescue -4.3%, KOR beta-arrestin-1 -0.5%, GPR55 beta-arrestin -0.1%, KOR beta-arrestin-2 17.2%, HEK293 NOD2/NF-kB 20.5%, NOD1 inhibition -11.2% and NTR1 ag cell count 20 µM 79.
`CCN(CC)S(=O)(=O)c1cccc(C(=O)N2CCCCC2)c1` gave TNAP activation fold 1.1, NTR1 ag -1.4, ER stress rescue -2.9%, Yfh1-depleted yeast inactive, KOR beta-arrestin-1 3.3%, GPR55 beta-arrestin 0.8%, KOR beta-arrestin-2 14.6%, HEK293 NOD2/NF-kB 4.0% and NTR1 ag cell count 20 µM 42.
`O=C(O)/C=C/C(=O)Nc1ccc(-n2nccc2C(F)(F)F)cc1` gave NTR1 ag -0.3, Yfh1-depleted yeast inactive, KOR beta-arrestin-1 -1.6%, GPR55 beta-arrestin -0.1%, KOR beta-arrestin-2 7.2%, HEK293 NOD2/NF-kB 28.1%, NOD1 inhibition 5.0% and NTR1 ag cell count 20 µM 46.
Screening Cc1ccc2c(C)cc[n+](CCCS(=O)(=O)[O-])c2c1 returned TNAP activation fold 1.1, NTR1 ag 0.4, ER stress rescue 0.8%, Yfh1-depleted yeast inactive, KOR beta-arrestin-1 3.1%, GPR55 beta-arrestin 0.1%, KOR beta-arrestin-2 -3.4%, HEK293 NOD2/NF-kB 15.5%, NOD1 inhibition -6.9% and NTR1 ag cell count 20 µM 61.
`COc1ccccc1N1CCN(C(=O)c2oc3ccc(Br)cc3c2C)CC1` gave TNAP activation fold 1, NTR1 ag 7.1, ER stress rescue -0.7%, Yfh1-depleted yeast inactive, KOR beta-arrestin-1 5.3%, GPR55 beta-arrestin 1.4%, KOR beta-arrestin-2 -133.3%, HEK293 NOD2/NF-kB -4.2%, NOD1 inhibition 25.4% and NTR1 ag cell count 20 µM 52.
Screening Cc1ccccc1NC(=O)CCNS(=O)(=O)c1ccc2c(c1)CCC(=O)N2 returned NTR1 ag -1.5, KOR beta-arrestin-1 -1.5%, GPR55 beta-arrestin -0.1%, KOR beta-arrestin-2 9.1%, HEK293 NOD2/NF-kB 18.8%, NOD1 inhibition -11.1% and NTR1 ag cell count 20 µM 64.
`CCOc1ccc(C2CC(c3ccccc3)Nc3nc(N)nn32)cc1` (configuration not stated) gave TNAP activation fold 1, NTR1 ag 5.8, ER stress rescue -0.3%, Yfh1-depleted yeast inactive, KOR beta-arrestin-1 7.2%, GPR55 beta-arrestin 0.2%, KOR beta-arrestin-2 -28.1%, HEK293 NOD2/NF-kB 7.2%, NOD1 inhibition 6.2% and NTR1 ag cell count 20 µM 81.
COc1ccc(C(C)=O)cc1CN1C(=O)NC2(CCCCC2C)C1=O (configuration not stated) was read as TNAP activation fold 1, NTR1 ag -0.6, ER stress rescue 1.6%, Yfh1-depleted yeast inactive, KOR beta-arrestin-1 2.9%, GPR55 beta-arrestin -0.1%, KOR beta-arrestin-2 -25.9%, HEK293 NOD2/NF-kB 14.8%, NOD1 inhibition -24.6% and NTR1 ag cell count 20 µM 49.
`COC(=O)c1ccc(NC(=O)N2CCCC(C(=O)c3ccccc3OC)C2)cc1` (configuration not stated) gave TNAP activation fold 1.1, NTR1 ag 3.3, ER stress rescue 2.6%, Yfh1-depleted yeast inactive, GPR55 beta-arrestin 0.3%, KOR beta-arrestin-2 -14.5%[20 µM], HEK293 NOD2/NF-kB 19.7%, NOD1 inhibition -10.0% and NTR1 ag cell count 20 µM 76.
CCC(=O)N1CCN(c2ccc(NC(=O)c3ccco3)cc2Cl)CC1 was read as NTR1 ag -0.4, KOR beta-arrestin-1 -0.9%, GPR55 beta-arrestin 0.0%, KOR beta-arrestin-2 3.3%, HEK293 NOD2/NF-kB 10.5%, NOD1 inhibition -24.4% and NTR1 ag cell count 20 µM 60.
Screening O=S(=O)(NC1CCSc2ccccc21)c1ccc(Cl)nc1 (configuration not stated) returned NTR1 ag -0.5, KOR beta-arrestin-1 -1.7%, GPR55 beta-arrestin 0.9%, KOR beta-arrestin-2 3.9%, HEK293 NOD2/NF-kB -1.4%, NOD1 inhibition -18.5% and NTR1 ag cell count 20 µM 55.
COc1ccc(C(=O)N/N=C/c2c(C)[nH]c(=O)[nH]c2=O)cc1 was read as TNAP activation fold 2.3, NTR1 ag 1.8, ER stress rescue 0.9%, Yfh1-depleted yeast inactive, KOR beta-arrestin-1 0.3%, GPR55 beta-arrestin 0.2%, KOR beta-arrestin-2 -26.4%, HEK293 NOD2/NF-kB -15.5%, NOD1 inhibition -27.4% and NTR1 ag cell count 20 µM 48.
COc1ccc(N2CCN(C(=O)c3ccc(Oc4ccc(C(F)(F)F)cn4)cc3)CC2)cc1 was read as TNAP activation fold 1, NTR1 ag 3.4, ER stress rescue 0.7%, Yfh1-depleted yeast inactive, KOR beta-arrestin-1 1.5%, GPR55 beta-arrestin 0.1%, KOR beta-arrestin-2 -50.5%, HEK293 NOD2/NF-kB 8.3%, NOD1 inhibition 15.9% and NTR1 ag cell count 20 µM 65.
Screening CCOC(=O)c1nn(-c2ccc(C)c(C)c2)c(=O)c(C#N)c1C returned NTR1 ag 1.3, KOR beta-arrestin-1 -7.6%, GPR55 beta-arrestin 0.5%, KOR beta-arrestin-2 -8.7%[20 µM], HEK293 NOD2/NF-kB 15.9%, NOD1 inhibition -26.3% and NTR1 ag cell count 20 µM 62.
CN(Cc1ccccc1)CC(O)COc1ccc(CNCCc2ccncc2)cc1 (configuration not stated) was read as TNAP activation fold 1, NTR1 ag 2.1, ER stress rescue -1.1%, Yfh1-depleted yeast inactive, KOR beta-arrestin-1 -0.3%, GPR55 beta-arrestin 0.2%, KOR beta-arrestin-2 5.3%, HEK293 NOD2/NF-kB 4.3%, NOD1 inhibition -26.5% and NTR1 ag cell count 20 µM 56.

2 records picked at random from those above, as already listed:
Screening CCOC(=O)c1nn(-c2ccc(C)c(C)c2)c(=O)c(C#N)c1C returned NTR1 ag 1.3, KOR beta-arrestin-1 -7.6%, GPR55 beta-arrestin 0.5%, KOR beta-arrestin-2 -8.7%[20 µM], HEK293 NOD2/NF-kB 15.9%, NOD1 inhibition -26.3% and NTR1 ag cell count 20 µM 62.
COc1ccc(NC(=O)c2cc(S(=O)(=O)N3CCc4ccccc43)cn2C)cc1 was read as NTR1 ag -2.8, KOR beta-arrestin-1 0.0%, GPR55 beta-arrestin -0.1%, KOR beta-arrestin-2 4.1%[20 µM], HEK293 NOD2/NF-kB 14.9%, NOD1 inhibition 13.5% and NTR1 ag cell count 20 µM 57.

A portion of the library; rates above refer to the full screens.
